Mtb BioA inh = BioA (M. tuberculosis) enzyme inhibition | purified M. tuberculosis BioA enzyme, plate reader | inhibition, % at 9.99 µM | 360,000 compounds, 0.096% hits | AID 602481; in the data active means inhibition above about 40%
* marks the source's active call; other numbers are inactive results.

structure | Mtb BioA inh
C[C@@H]1CN([C@@H](C)CO)C(=O)Cc2cc(NS(=O)(=O)c3ccc(F)cc3)ccc2O[C@@H]1CN(C)S(=O)(=O)c1ccccc1 | 2.6
CC=Cc1ccc2n(c1=O)C[C@@H]1[C@@H](CO)[C@H](C(=O)NCCC)[C@H]2N1C(=O)Nc1cc(F)ccc1F (mixture of isomers) | 0.5
Cc1noc(C)c1NC(=O)N(C)C[C@@H]1OCCCC[C@H](C)Oc2ccc(NS(=O)(=O)c3ccc(F)cc3)cc2C(=O)N([C@@H](C)CO)C[C@@H]1C | 0.2
CN(C)C(=O)[C@@H]1[C@@H](CO)[C@@H]2Cn3c(ccc(-c4ccccc4)c3=O)[C@@H]2N1Cc1ccccc1 | 19
C[C@H]1CCCCO[C@@H](CN(C)C(=O)C2CCCCC2)[C@@H](C)CN([C@@H](C)CO)C(=O)c2cc(NS(=O)(=O)c3cn(C)cn3)ccc2O1 | -2.3
CN1C(=O)c2cc(NC(=O)c3ccc(C(F)(F)F)cc3)ccc2OC[C@@H]2O[C@H](CC(=O)NC3Cc4ccccc4C3)CC[C@H]21 | -1.1
O=C(O)C[C@H]1C=C[C@@H](NC(=O)Nc2ccccc2)[C@@H](CO)O1 | 5.5
O=C(C[C@H]1C[C@@H]2c3cc(NS(=O)(=O)c4ccc(F)cc4)ccc3O[C@@H]2[C@@H](CO)O1)N1CCCCC1 | 1.8
COc1cccc(C#Cc2ccc([C@@H]3[C@H](C#N)N(C(=O)c4ccccn4)[C@H]3CO)cc2)c1 | -2.5
O=C(C[C@@H]1CC[C@H]2[C@@H](COC[C@H](O)CN2Cc2ccc(Cl)cc2)O1)NCc1cccc(F)c1 | 1.2
C/C=C/c1ccc2c(c1)O[C@@H](CN(C)C(=O)c1ccncc1)[C@H](C)CN([C@@H](C)CO)S2(=O)=O | 1.1
O=C(C[C@H]1C[C@@H]2c3cc(NC(=O)Cc4ccncc4)ccc3O[C@@H]2[C@H](CO)O1)NCc1ccc(-c2ccccc2)cc1 | 0.9
CCNC(=O)C[C@@H]1CC[C@H]2[C@@H](COc3ccc(NC(=O)C4CCOCC4)cc3C(=O)N2C)O1 | 5.5
Cc1noc(C)c1NC(=O)Nc1ccc2c(c1)C(=O)N([C@@H](C)CO)C[C@H](C)[C@H](CN(C)C(=O)NC1CCCCC1)OCCCC[C@@H](C)O2 | -0.5
Cc1ccc(S(=O)(=O)NCC[C@@H]2CC[C@H](NC(=O)c3cccnc3)[C@@H](CO)O2)cc1 | -0.8
CC(C)NC(=O)N[C@@H]1CC[C@H](CCNS(=O)(=O)c2ccc(Cl)cc2)O[C@@H]1CO | -0.9
CCCN1[C@H](C(=O)N(C)C)[C@@H](CO)[C@@H]2Cn3c(ccc(-c4cccc(F)c4)c3=O)[C@@H]21 | 1.2
COc1ccc(NC(=O)Nc2ccc3c(c2)CC(=O)N([C@@H](C)CO)C[C@@H](C)[C@H](CN(C)C(=O)Nc2c(C)noc2C)O3)cc1 | -0.6
COc1cccc(-c2ccc3c(c2)[C@H]2[C@H](CCN2S(=O)(=O)c2ccccc2C)[C@@H](CO)N3C)c1 | -2.3
N#C[C@@H]1[C@@H](c2ccc(-c3cccc(F)c3)cc2)[C@@H](CO)N1C(=O)NC1CCCC1 | 1.1
C[C@@H](NC(=O)[C@@H]1[C@@H](CO)[C@@H]2Cn3c(ccc(-c4ccncc4)c3=O)[C@H]1N2C)c1ccccc1 | -0.7
COc1ccc(S(=O)(=O)N[C@H]2C=C[C@@H](CC(=O)N3CCC(Cc4ccccc4)CC3)O[C@H]2CO)cc1 | 1.1
CO[C@H]1CN(C)C(=O)c2cc(NS(=O)(=O)c3ccc(Oc4ccccc4)cc3)ccc2OC[C@H](C)NC[C@H]1C | 0.0
C[C@H](CO)N1C[C@H](C)[C@@H](CN(C)C(=O)CCCN(C)C)OCCCC[C@H](C)Oc2ccc(NS(=O)(=O)c3ccc(F)cc3)cc2C1=O | -0.4
Cc1ccc(S(=O)(=O)N(C)C[C@@H]2OCCCC[C@@H](C)Oc3ccc(NC(=O)Nc4ccc(F)cc4)cc3C(=O)N([C@H](C)CO)C[C@@H]2C)cc1 | -1.3
COc1ccc(S(=O)(=O)N(C)C[C@@H]2Oc3c(NS(=O)(=O)c4ccc(F)cc4)cccc3C(=O)N([C@H](C)CO)C[C@H]2C)cc1 | -4.6
COc1ccc(CN(C)C[C@@H]2OCCCC[C@@H](C)Oc3ccc(NC(=O)Nc4ccccc4)cc3C(=O)N([C@H](C)CO)C[C@@H]2C)cc1 | 1.1
COc1ccc(S(=O)(=O)N(C)C[C@@H]2Oc3ccc(NC(=O)c4ccncc4)cc3CC(=O)N([C@@H](C)CO)C[C@@H]2C)cc1 | -1.2
O=C(C[C@H]1CC[C@H]2[C@@H](COC[C@@H](O)CN2Cc2nccs2)O1)N1CCC(Cc2ccccc2)CC1 | -1.0
COCCNC(=O)C[C@@H]1C[C@@H]2c3cc(NC(=O)Nc4ccc(C(F)(F)F)cc4)ccc3O[C@@H]2[C@@H](CO)O1 | 0.1

(listing goes on)
Structure	Mtb BioA inh
COc1ccc(NC(=O)Nc2ccc3c(c2)C(=O)N([C@@H](C)CO)C[C@H](C)[C@H](CN(C)Cc2ccncc2)OCCCC[C@@H](C)O3)cc1	0.4
CCNC(=O)C[C@@H]1CC[C@H]2[C@@H](COc3ccc(NC(C)=O)cc3C(=O)N2C)O1	-1.2
C[C@H](CO)N1C[C@H](C)[C@@H](CN(C)C(=O)C2CCCCC2)OCCCC[C@H](C)Oc2ccc(NC(=O)Nc3ccc(F)cc3)cc2C1=O	-1.8
O=C(C[C@@H]1C=C[C@H](NC(=O)Nc2cc(F)ccc2F)[C@H](CO)O1)NCc1ccccn1	-2.5
CCS(=O)(=O)NCC[C@@H]1CC[C@H](NS(=O)(=O)c2cccc(Cl)c2)[C@H](CO)O1	-3.2
C/C=C/c1cnc2c(c1)C(=O)N([C@H](C)CO)C[C@H](C)[C@@H](CN(C)Cc1ccncc1)O2	-0.1
O=C(Cc1ccccc1)N1CCCCN2[C@H](CO)[C@H](c3ccc(-c4ccccc4)cc3)[C@@H]2C1	6.0
C[C@@H]1CN([C@H](C)CO)C(=O)c2cc(Br)cnc2O[C@H]1CN(C)C(=O)C1CCCCC1	4.2
CCC(=O)N1[C@@H]2c3ccc(-c4ccccc4F)c(=O)n3C[C@H]1[C@H](CO)[C@H]2C(=O)NC1CCCC1	0.1
Cc1noc(C)c1S(=O)(=O)N(C)C[C@H]1OCCCC[C@H](C)Oc2ccc(NS(=O)(=O)c3ccc(F)cc3)cc2C(=O)N([C@H](C)CO)C[C@H]1C	0.3
C[C@@H]1CN([C@H](C)CO)C(=O)Cc2cc(NC(=O)Nc3ccc(F)cc3)ccc2O[C@@H]1CN(C)C(=O)Nc1ccccc1	0.3
COc1cccc(-c2ccc3n(c2=O)C[C@@H]2[C@@H](CO)[C@H](C(=O)N(C)C)N(CC4CC4)[C@H]32)c1	-2.8

A run of entries from the list above, as a working copy:
Structure	Mtb BioA inh
C[C@@H]1CN([C@H](C)CO)C(=O)Cc2cc(NC(=O)Nc3ccc(F)cc3)ccc2O[C@@H]1CN(C)C(=O)Nc1ccccc1	0.3
COc1cccc(-c2ccc3n(c2=O)C[C@@H]2[C@@H](CO)[C@H](C(=O)N(C)C)N(CC4CC4)[C@H]32)c1	-2.8

Next records.
Structure	Mtb BioA inh
C[C@H]1CN([C@@H](C)CO)C(=O)Cc2cc(NS(=O)(=O)c3ccccc3)ccc2O[C@@H]1CN(C)C(=O)Nc1ccc(F)cc1	-3.5
COc1ccc(NC(=O)N(C)C[C@H]2Oc3ccc(NS(=O)(=O)c4ccc(Cl)cc4)cc3CC(=O)N([C@H](C)CO)C[C@@H]2C)cc1	-2.4
CCS(=O)(=O)Nc1ccc2c(c1)C(=O)N(C)C[C@@H](OC)[C@@H](C)CN(C(C)=O)[C@H](C)CO2	0.0
CN(C)CC(=O)N1[C@H](C(=O)Nc2nccs2)[C@@H](CO)[C@@H]2Cn3c(ccc(C4=CCCCC4)c3=O)[C@@H]21	-0.1
CO[C@@H]1CN(C)C(=O)c2ccc(NC(=O)C3CC3)cc2OC[C@@H](C)N(C(=O)c2cnccn2)C[C@H]1C	-0.1
CCCNC(=O)N[C@@H]1C=C[C@H](CC(=O)NCCc2ccccc2)O[C@H]1CO	-0.6
CC(=O)N1CC[C@@H]2[C@@H](CO)Nc3ccc(-c4ccccc4)cc3[C@@H]21	13
CCCN1C[C@@H](C)[C@H](OC)CN(C)C(=O)c2cc(NC(=O)Nc3c(C)noc3C)ccc2OC[C@H]1C	-0.2
C[C@H]1CN([C@@H](C)CO)C(=O)c2cc(NS(=O)(=O)c3ccc(Cl)cc3)ccc2O[C@H]1CN(C)C(=O)Nc1ccc(F)cc1	-1.9
O=C(Nc1cccc(F)c1)N1CCCCN2[C@H](CO)[C@@H](c3ccc(-c4ccncc4)cc3)[C@@H]2C1	0.7
CC(C)NC(=O)N(C)C[C@@H]1Oc2ccc(NC(=O)CCC(F)(F)F)cc2C(=O)N([C@H](C)CO)C[C@H]1C	3.6
C/C=C/c1ccc2c(c1)O[C@H](CN(C)C(=O)Nc1cc(F)ccc1F)[C@@H](C)CN([C@@H](C)CO)S2(=O)=O	-1.8
C[C@@H]1CN([C@@H](C)CO)C(=O)c2cc(NS(=O)(=O)c3ccc(F)cc3)ccc2O[C@@H](C)CCCCO[C@@H]1CN(C)Cc1ccc(C(=O)O)cc1	1.4
C/C=C/c1ccc2c(c1)O[C@@H](CN(C)C(=O)Cc1ccccn1)[C@H](C)CN([C@H](C)CO)S2(=O)=O	30
C[C@@H]1CN([C@@H](C)CO)S(=O)(=O)c2ccc(C3=CCCC3)cc2O[C@H]1CN(C)C(=O)CC1CC1	10
O=C(C[C@H]1C[C@H]2c3cc(NS(=O)(=O)c4ccc(F)cc4)ccc3O[C@H]2[C@H](CO)O1)NCc1ccccc1F	-2.0
O=C(Nc1ccc2c(c1)[C@H]1C[C@H](CC(=O)N3CCCCC3)O[C@H](CO)[C@H]1O2)C1CCOCC1	-2.1
COCC(=O)Nc1ccc2c(c1)C(=O)N(C)C[C@H](OC)[C@@H](C)CN(CCC(F)(F)F)[C@H](C)CO2	-0.9
C[C@@H]1CN([C@@H](C)CO)C(=O)c2cc(NS(=O)(=O)c3ccc(F)cc3)ccc2O[C@@H](C)CCCCO[C@H]1CN(C)C(=O)C1CCCCC1	0.7
O=C(C[C@H]1CC[C@H]2[C@@H](COC[C@@H](O)CN2Cc2ccc(F)cc2)O1)N1CCc2ccccc2C1	-0.4
COc1cccc(-c2ccc([C@H]3[C@H]4CN(Cc5cncnc5)CCCCN4[C@H]3CO)cc2)c1	-2.9
CC=Cc1ccc2n(c1=O)C[C@@H]1[C@@H](CO)[C@H](C(=O)OC)N(Cc3ccccc3)[C@H]21 (mixture of isomers)	-1.5
C[C@@H]1CN([C@H](C)CO)C(=O)c2cc(NS(=O)(=O)c3cn(C)cn3)ccc2O[C@@H]1CN(C)Cc1ccccc1	-1.6
COc1ccc(CN(C)C[C@@H]2Oc3ccc(NC(=O)c4ccncc4)cc3CC(=O)N([C@@H](C)CO)C[C@@H]2C)cc1	-2.7

Of the compounds above, 4 contain a CF3 group.
Structure	Mtb BioA inh
CN1C(=O)c2cc(NC(=O)c3ccc(C(F)(F)F)cc3)ccc2OC[C@@H]2O[C@H](CC(=O)NC3Cc4ccccc4C3)CC[C@H]21	-1.1
COCCNC(=O)C[C@@H]1C[C@@H]2c3cc(NC(=O)Nc4ccc(C(F)(F)F)cc4)ccc3O[C@@H]2[C@@H](CO)O1	0.1
CC(C)NC(=O)N(C)C[C@@H]1Oc2ccc(NC(=O)CCC(F)(F)F)cc2C(=O)N([C@H](C)CO)C[C@H]1C	3.6
COCC(=O)Nc1ccc2c(c1)C(=O)N(C)C[C@H](OC)[C@@H](C)CN(CCC(F)(F)F)[C@H](C)CO2	-0.9

Sorted by molar mass (ascending): some entries from above.
Structure	Mtb BioA inh
COCC(=O)Nc1ccc2c(c1)C(=O)N(C)C[C@H](OC)[C@@H](C)CN(CCC(F)(F)F)[C@H](C)CO2	-0.9
C[C@@H]1CN([C@@H](C)CO)C(=O)c2cc(NS(=O)(=O)c3ccc(F)cc3)ccc2O[C@@H](C)CCCCO[C@H]1CN(C)C(=O)C1CCCCC1	0.7
C[C@@H]1CN([C@@H](C)CO)C(=O)c2cc(NS(=O)(=O)c3ccc(F)cc3)ccc2O[C@@H](C)CCCCO[C@@H]1CN(C)Cc1ccc(C(=O)O)cc1	1.4

(list continues)
Structure	Mtb BioA inh
C[C@H]1CN([C@@H](C)CO)C(=O)c2cccc(NS(C)(=O)=O)c2O[C@H]1CN(C)C(=O)Nc1ccc(C(F)(F)F)cc1	0.0
COc1ccc(C#Cc2cnc3c(c2)C(=O)N([C@@H](C)CO)C[C@@H](C)[C@@H](CN(C)C(=O)c2ccccc2F)O3)cc1	0.7
COc1ccc(NC(=O)N(C)C[C@@H]2Oc3ccc(NS(=O)(=O)c4cn(C)cn4)cc3CC(=O)N([C@@H](C)CO)C[C@H]2C)cc1	-0.7
C[C@@H]1CN([C@@H](C)CO)C(=O)c2cc(NC(=O)NC3CCCCC3)ccc2O[C@@H](C)CCCCO[C@@H]1CN(C)Cc1ccc(C(=O)O)cc1	-1.0
O=C(CN1CCOCC1)NCC[C@H]1CC[C@H](NS(=O)(=O)c2ccc(Cl)cc2)[C@@H](CO)O1	-4.4
CNC[C@H]1Oc2cc(C#Cc3cccc(F)c3)ccc2S(=O)(=O)N([C@@H](C)CO)C[C@H]1C	4.4
O=C(C[C@@H]1CC[C@@H](NC(=O)CN2CCOCC2)[C@H](CO)O1)NCCc1ccncc1	0.8
O=C(C[C@H]1CC[C@H]2[C@@H](COC[C@H](O)CN2C(=O)c2ccncc2)O1)NCc1cccc(F)c1	-0.9
C[C@H](CO)N1C[C@H](C)[C@@H](CN(C)C(=O)NC2CCCCC2)Oc2ccc(NS(C)(=O)=O)cc2CC1=O	-1.2
C[C@H]1CCCCO[C@H](CN(C)C(=O)Nc2ccccc2)[C@@H](C)CN([C@@H](C)CO)C(=O)c2cc(N(C)C)ccc2O1	-1.4
C[C@H]1CN([C@@H](C)CO)C(=O)Cc2cc(NC(=O)Nc3ccc(F)cc3)ccc2O[C@@H]1CN(C)C(=O)Nc1cccc2ccccc12	0.5
COc1ccc(NC(=O)N(C)C[C@@H]2Oc3ccc(NS(=O)(=O)c4ccc(F)cc4)cc3C(=O)N([C@@H](C)CO)C[C@@H]2C)cc1	1.5
COCC(=O)N1[C@H](C#N)[C@@H](c2ccc(C#Cc3ccccc3F)cc2)[C@H]1CO	0.2

Only part of the results is shown (hit frequency here may not be typical).
